SIRT5 inh: inhibitors of human sirtuin-5 desuccinylase; Q9NXA8; Purified SirT5, succinyl-peptide AMC, trypsin-coupled fluorescence; inhibition, % at 15 µM; actives 1.1% (n = 330,000); AID 652115; in the data active means inhibition above about 15%
Target sequence (Q9NXA8 whole entry, looked up): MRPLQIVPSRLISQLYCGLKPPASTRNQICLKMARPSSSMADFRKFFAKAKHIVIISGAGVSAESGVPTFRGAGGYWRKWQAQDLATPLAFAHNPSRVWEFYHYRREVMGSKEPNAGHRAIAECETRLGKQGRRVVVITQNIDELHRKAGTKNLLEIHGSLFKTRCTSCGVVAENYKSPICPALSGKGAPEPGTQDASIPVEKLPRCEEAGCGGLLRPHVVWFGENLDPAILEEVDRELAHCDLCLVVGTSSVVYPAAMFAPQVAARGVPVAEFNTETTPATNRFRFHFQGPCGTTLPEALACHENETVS
Cneo AK release: Cryptococcus neoformans lysis via adenylate kinase release; C. neoformans lysis, adenylate kinase release luminescence, 4 h; normalised: neutral wells 0, clomiphene wells 100; actives 0.2% (n = 360,000); lysis activity, % at 15 µM;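 active means mean lysis activity across replicates of at least 80%, whatever share of replicates individually reach that level; inactive means mean lysis activity below 80%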
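Assay system: Cryptococcus neoformans yeast cells / Dosing: single-point compound dose / Timing: 4 h at 37 °C static, read 1 h later / Measured by: luminescence of released adenylate kinase using an AK detection reagent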
ERp5 block: inhibitors of human ERp5; inhibition, % at 9.99 µM; ERp5 insulin aggregation, absorbance 650 nm, 90 min; Q15084; AID 651711; actives 0.05% (n = 350,000);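 active means mean replicate inhibition above about 25%, with every replicate also reaching it, limit read from the data, passing the limit was not always enough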
Target sequence (Q15084 whole entry, looked up): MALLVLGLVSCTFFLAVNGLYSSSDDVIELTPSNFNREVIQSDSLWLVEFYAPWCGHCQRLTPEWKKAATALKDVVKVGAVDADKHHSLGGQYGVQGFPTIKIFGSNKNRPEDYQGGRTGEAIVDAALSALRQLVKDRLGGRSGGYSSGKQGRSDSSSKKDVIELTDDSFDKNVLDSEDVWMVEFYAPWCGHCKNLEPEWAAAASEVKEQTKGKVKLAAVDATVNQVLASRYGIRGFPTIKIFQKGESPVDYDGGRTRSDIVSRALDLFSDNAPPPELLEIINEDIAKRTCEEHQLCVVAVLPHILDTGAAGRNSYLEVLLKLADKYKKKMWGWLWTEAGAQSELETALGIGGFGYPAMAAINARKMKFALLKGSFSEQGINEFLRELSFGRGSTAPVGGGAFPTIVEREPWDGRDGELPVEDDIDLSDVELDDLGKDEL
Statin myotox sup: protects C2C12 myotubes from simvastatin toxicity | actives 0.78% (n = 330,000) | AID 602340 | ATP luminescence, 48 h; scaled: DMSO 0, geranylgeraniol control 100 | rescue of ATP level, % at 7.49 µM;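 active means mean ATP rescue above about 67%, or every replicate alone reaching that limit, limit read from the data, passing the limit was not always enough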;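 further: myotubes were challenged with 10 µM simvastatin during compound exposure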
ARNT-TACC3 inh: disrupts binding between human ARNT and TACC3 | AlphaScreen His-ARNT PAS-B/GST-TACC3 binding, luminescence; TACC3 fragment carries E629A point mutation | actives 0.66% (n = 390,000) | Q9Y6A5 | inhibition, % at 9.99 µM | AID 623870;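 active means mean inhibition of replicates at least 50% and at least half of replicates each reaching 50%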;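 further: 0% = complete ARNT plus TACC3 wells and 100% = ARNT alone without TACC3; many hits fall short of the cut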
esBAF inh: SWI/SNF esBAF complex inhibition | mouse ES cells, Bmi1-luciferase knock-in reporter, 24 h; 100% = twice the neutral-well signal | reporter increase, % at 12.5 µM | actives 2% (n = 350,000) | AID 602393; in the data active means activation above about 40%;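 further: 0% = median of the plate's neutral control wells and 100% = double that signal; a rise in the Bmi1 reporter signal indicates esBAF inhibition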
miR-122 sensor: blocks miR-122 activity in Huh7 sensor cells. Huh7 miR-122 Renilla luciferase sensor, 48 h; neutral wells = 0, positive control = 100. actives 0.3% (n = 340,000). activation (reporter increase), % at 12.5 µM;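 active means mean replicate activation score at least 90 and every replicate individually at or above 90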;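 further: higher luciferase means less miR-122 activity so hits act as miR-122 inhibitors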
An asterisk follows results filed as active; x = no result given; & = joins results of further samples; [ ] = dose if it differs, or a comment.

The first 3 entries (preview)
SMILES | SIRT5 inh | Cneo AK release | ERp5 block | Statin myotox sup | ARNT-TACC3 inh | esBAF inh | miR-122 sensor
CCCCNC(=O)N(O)C1N(/N=C/c2ccccc2OC)C(=S)SC1(C)C (stereo not drawn) | 2 | -1 | 0 | 10 | 0 | -12 | 71
C[C@H](Nc1ccc(C(F)(F)F)cc1[N+](=O)[O-])C(=O)O | -3 | -2 | 23 | x | -1 | x | x
COC(=O)C[C@H]1CC[C@@H]2[C@H](COC[C@@H](O)CN2C(=O)Nc2cccc(F)c2)O1 | 3 | 49 | -1 | -10 | -2 | 17 | 1[16.7 µM]

Main list (from the top)
SMILES | SIRT5 inh | Cneo AK release | ERp5 block | Statin myotox sup | ARNT-TACC3 inh | esBAF inh | miR-122 sensor
CCCCNC(=O)N(O)C1N(/N=C/c2ccccc2OC)C(=S)SC1(C)C (stereo not drawn) | 2 | -1 | 0 | 10 | 0 | -12 | 71
C[C@H](Nc1ccc(C(F)(F)F)cc1[N+](=O)[O-])C(=O)O | -3 | -2 | 23 | x | -1 | x | x
COC(=O)C[C@H]1CC[C@@H]2[C@H](COC[C@@H](O)CN2C(=O)Nc2cccc(F)c2)O1 | 3 | 49 | -1 | -10 | -2 | 17 | 1[16.7 µM]
N#CCCN(C(=O)CSc1nc2ccccc2c(=O)[nH]1)c1ccc(F)cc1 | -1 | -3 | 1 | -10 | 3 | 1 | 15
O=C(Nc1ccccc1)N1CCCN(c2c(Cl)cncc2Cl)CC1 | 1 | x | 2 | 4 | -3 | -1 | -3
CSc1ccc(CCNC(=O)Cn2ncc3c([nH]c4ccccc43)c2=O)cc1 | -3 | 0 | 12 | 2 | -4 | -1 | 0
CC(C)(C)NC(=O)Cn1nnc(-c2cccs2)n1 | x | -1 | x | -10 | -3 | 27 | -4
CN1OCC(S(=O)(=O)c2ccccc2)C1c1ccccc1 (stereo not drawn) | 5 | x | 8 | x | -3 | x | 0
Cc1noc(C)c1S(=O)(=O)Nc1ccc2c(c1)C(=O)N([C@H](C)CO)C[C@@H](C)[C@H](CN(C)Cc1ccc(C(=O)O)cc1)O2 | 2 | -4 | -1 | -15 | -4 | -2 | 17[16.7 µM]
O=C(O)C[C@H]1C[C@@H]2c3cc(NC(=O)c4cccnc4)ccc3O[C@@H]2[C@@H](CO)O1 | -4 | 0 | 11 | 2 | 9 | 1 | 2[16.7 µM]
CC(C)(O)C#Cc1cccc(-c2nc(C(=O)NCCCN3CCOCC3)cc3c2[C@@H](CCO)N(S(=O)C(C)(C)C)C3)c1 (stereo partly drawn) | 2 | 0 | 1 | x | 6 | 0 | x
O=C1N/C(=C/c2cccs2)C(=O)N1Cc1ccc(F)cc1 | 1 | x | -1 | x | 3 | x | x
CN(Cc1ccccc1)S(=O)(=O)c1ccc(Cl)c(C(=O)NCc2cccnc2)c1 | 0 | 0 | 2 | 3 | -4 | 3 | 5
Cc1ccc(NC(=S)N2CCC(c3ccc(C)cc3)C2)cc1 (stereo not drawn) | 2 | x | 4 | -3 | 25 | -6 | -3
O=C(NCc1ccco1)c1cc(S(=O)(=O)N2CCCCC2)ccc1Cl | -1 | 2 | -22 | 9 | 6 | 1 | 6
COc1ccccc1S(=O)(=O)N[C@@H]1CC[C@@H](CCNC(=O)C2CCCCC2)O[C@@H]1CO | -2 | 3 | 1 | -3 | -3 | -2 | x
COc1ccc(CN2C[C@@H](CO)O[C@@H](n3cnc4c(N5CCN(C)CC5)ncnc43)C2)cc1 | x | -1 | -1 | 20 | x | -1 | -2
CC1=CC2=NC(=O)/C(=C\c3cccn3CCOc3cccc(C)c3)C(=N)N2O1 | -1 | x | -4 | x | 8 | x | x
Cc1cc(=O)[nH]c(N/N=C/c2ccc(OC(=O)c3cccnc3)cc2)n1 | -5 | x | 10 | x | 13 | x | x
COc1cccc(S(=O)(=O)N(C)C[C@@H]2OCc3cnnn3CCCC(=O)N([C@@H](C)CO)C[C@@H]2C)c1 | 2&-3&-4 | 1&2&-18 | 3&-1&-2 | 5&2&13 | -3&3 | 0&4&6 | -3
Cc1noc(C)c1S(=O)(=O)Nc1ccc2c(c1)C(=O)N([C@@H](C)CO)C[C@H](C)[C@@H](CN(C)Cc1ccc3c(c1)OCO3)OCCCC[C@@H](C)O2 | 0 | 101* | 2 | x | -19 | -3 | -4[16.7 µM]
CN(NS(=O)(=O)c1ccccc1)C(=O)c1ccccc1 | 2 | 12 | 1 | -1 | -2 | x | -5
C[C@H]1CN([C@@H](C)CO)C(=O)Cc2cc(NS(C)(=O)=O)ccc2O[C@H]1CN(C)CC1CCCCC1 | x | x | x | 26 | x | -1 | -1[16.7 µM]
O=C(NCC1CCCO1)C1CCN(S(=O)(=O)c2cccc3cccnc23)CC1 (stereo not drawn) | x | 1 | -1 | -12 | -17 | 0 | 2
COc1ccc(-c2csc(C(C)(O)c3cccc(F)c3)n2)cc1 (stereo not drawn) | 0 | 2 | -7 | -3 | x | 12 | -1
The list goes on:
SMILES | SIRT5 inh | Cneo AK release | ERp5 block | Statin myotox sup | ARNT-TACC3 inh | esBAF inh | miR-122 sensor
CN(Cc1ccccc1)S(=O)(=O)c1cccc2cccnc12 | x | 2 | x | 13 | -3 | 0 | 11
O=C(N[C@H]1CC[C@@H](CCNS(=O)(=O)c2ccccc2)O[C@@H]1CO)c1cnccn1 | -1 | -4 | 3 | -7 | -1 | 0 | x
COCCNC(=S)N(CCc1c(C)[nH]c2ccc(F)cc12)Cc1cccnc1 | -6 | -1 | 2 | -10 | 24 | -4 | 28
O=C(NCC(c1ccc(F)cc1)N1CCOCC1)c1ccc(Br)o1 (stereo not drawn) | x | 2 | x | 14 | x | 6 | 4
CN(C)CCCNc1nc2cc(-c3ccc(F)cc3)sc2c(=O)n1C | x | -1 | 0 | -1 | x | 0 | -6
O=C1CCC(=O)N1CCCCCc1nc(-c2ccccc2)no1 | x | -2 | x | -8 | -10 | 32 | -3
COc1cc2ccccc2cc1C(=O)OCC(=O)N(C)c1c(N)n(Cc2ccccc2)c(=O)[nH]c1=O | -8 | 0 | 3 | 5 | -7 | 12 | 0
COc1ccc(C2=NN(C(=O)CCC(=O)O)C(c3ccc([N+](=O)[O-])cc3)C2)cc1 (stereo not drawn) | 2 | -1 | -1 | -2 | -3 | 3 | -9
CC(C)CC(=O)NC(=S)Nc1ccc(S(=O)(=O)N2CCCC2)cc1 | 4 | x | 1 | x | 10 | x | x
Cc1ccc2[nH]c(=O)c(C(c3nnnn3CCc3ccccc3)N3CCOCC3)cc2c1 (stereo not drawn) | x | -1 | x | -3 | 1 | 4 | 0
CC(C)C(=O)N1CCC1(C)C(=O)Nc1cc(-c2ccccc2)nn1C (stereo not drawn) | x | -3 | -2 | -9 | x | 50* | -1
CN(C)C(=O)[C@@]1(Cc2ccccc2CN=[N+]=[N-])COC(c2ccc(OCCCO)cc2)=N1 | 8 | 55 | -1 | x | 0 | x | x
CCOC(=O)C1CCCN(C(=O)c2ccncc2)CC1 (stereo not drawn) | x | -1 | 7 | 1 | x | 0 | -4
CC(C)C(NC(=O)c1c(F)cccc1F)C(=O)NCc1ccncc1 (stereo not drawn) | -6 | -3 | 12 | 6 | -3 | -6 | -8
CN1C(=O)c2cc(NC(=O)c3cccc(F)c3)ccc2OC[C@H]2O[C@H](CC(=O)N3CCc4ccccc4C3)CC[C@@H]21 | -2 | 2 | 0 | -51 | 10 | 5 | -38[16.7 µM]
Cc1ccc(NC(=S)/C(=C(\[O-])c2ccc(Cl)s2)[n+]2cccc(CO)c2)cc1C | 2 | 3 | 3 | 0 | -4 | 14 | -2
COc1ccc(-n2c(SCc3ccc([N+](=O)[O-])cc3)nnc2-c2ccc(C)cc2)cc1 | -3 | x | 1 | x | 2 | x | x
Cc1cc2cc(CNC(=O)COc3ccccc3)ccc2n1C | -8 | 0 | -12 | -9 | 2 | -1 | -7
CCN1[C@H](C(=O)N(C)C)[C@@H](CO)[C@@H]2Cn3c(ccc(C4=CCCC4)c3=O)[C@@H]21 | -1 | x | x | -6 | x | -2 | x
CCOC(=O)C/C(N)=N/NC(=O)c1ccc(Cl)cc1Cl | 8 | x | 10 | x | 9 | x | x
COc1ccc(OC)c2nc3c(C(=O)NCCN(C)C)cccc3nc12 | 0 | x | 4 | x | 20* | x | -10
O=C(CSc1nc(NS(=O)(=O)c2ccccc2)cc(=O)[nH]1)Nc1ccc(F)cc1 | x | 0 | x | 3 | 2 | 3 | 1
Cc1ccc(N/N=C(/Sc2nnnn2-c2ccccc2)C(=O)c2ccccc2)cc1 | 0 | 1 | 2 | x | -1 | x | 12
CCC(C(=O)OCC(=O)Nc1ccc(C(=O)Nc2ccc(OC)cc2)cc1)c1ccccc1 (stereo not drawn) | -4 | x | -3 | x | -4 | x | x
CCC(C)Sc1nc2c(c(=O)[nH]c(=O)n2C)n1CCc1ccccc1 (stereo not drawn) | x | -4 | x | 22 | -9 | -12 | -4
The list goes on.
SMILES | SIRT5 inh | Cneo AK release | ERp5 block | Statin myotox sup | ARNT-TACC3 inh | esBAF inh | miR-122 sensor
CCC(=O)Nc1ccc2c(c1)C(=O)N(C)C[C@@H](OC)[C@H](C)CN(C(=O)c1cnccn1)[C@H](C)CO2 | -2 | 1 | 1 | 0 | -8 | 4 | x
O=c1c(O)c(-c2ccccc2)oc2ccccc12 | -4 | 1 | 2 | -12 | -17 | 24 | -2
CC(=O)c1cccc(NC(=O)/C(=C/c2ccco2)NC(=O)c2ccco2)c1 | 2 | 1 | -29 | 2 | 1 | -7 | -4
C[C@@H]1CCCCO[C@@H](CN(C)S(=O)(=O)c2ccccc2)[C@@H](C)CN([C@H](C)CO)C(=O)c2cc(NS(C)(=O)=O)ccc2O1 | 1 | -1 | 7 | -19 | -6 | -6 | 0[16.7 µM]
O=C(C1CCOCC1)N1[C@@H](CO)[C@@H]2c3ccccc3NC[C@@H]21 | x | -1 | -2 | 7 | -6 | -1 | -17[16.7 µM]
COc1ccc(-c2oc(=O)c3cc(OC)c(OC)cc3c2/C=C/c2ccc(F)cc2)cc1 | -1 | -4 | 2 | -3 | -6 | 5 | x
CC(C)NC(=O)Nc1ccc2c(c1)CC(=O)N([C@@H](C)CO)C[C@@H](C)[C@@H](CN(C)Cc1ccccc1)O2 | 5 | 4 | -9 | -44 | -5 | -6 | 37[16.7 µM]
CN1/C(=C\C=N\NC(=O)c2ccc(O)cc2)C(C)(C)c2ccccc21 | x | 2 | x | x | 13 | x | -13
CCOC(=O)C1=C(SCC)c2cc3c(n2C1=O)CCCC3 | x | -3 | x | x | 0 | x | 0
Cc1ccccc1-c1nc2cc(Cl)ccc2o1 | x | -2 | x | x | 1 | x | 5
C[C@@H]1CN([C@H](C)CO)C(=O)c2cc(NS(C)(=O)=O)ccc2O[C@@H](C)CCCCO[C@@H]1CN(C)Cc1ccccc1 | -3 | 0 | 3 | 12 | -2 | -2 | 1[16.7 µM]
S=c1nc[nH]c2c1ncn2-c1ccc(Cl)cc1 | x | 0 | 8 | -7 | 0 | 15 | -9
CC1=NNC(=O)/C1=C\c1cn(-c2ccccc2)nc1-c1ccc(Cl)cc1 | -5 | 0 | -6 | 1 | -1 | 24 | x
CN(C)Cc1cc(O)c(CN(C)C)cc1O | -1 | x | 6 | x | 29 | x | x
Cc1ccccc1Cc1c(C)nc2c(C(=O)N3CCN(Cc4ccc5c(c4)OCO5)CC3)cnn2c1C | x | 0 | x | -8 | -19 | -4 | 3
Cc1ccc(S(=O)(=O)Nc2ccc3c(c2)CC(=O)N([C@@H](C)CO)C[C@@H](C)[C@@H](CN(C)CC2CCCCC2)O3)cc1 | 14 | 0 | 3 | 52 | 10 | -5 | -3[16.7 µM]
C[C@H]1CN([C@@H](C)CO)C(=O)Cc2cc(NC(=O)Cn3cnnn3)ccc2O[C@H]1CN(C)C(=O)NC1CCCCC1 | -3 | 0 | 19 | 6 | -2 | -2 | 2[16.7 µM]

Taken from above.
`CCOC(=O)C1=C(SCC)c2cc3c(n2C1=O)CCCC3` in miR-122 sensor = 0
`Cc1ccccc1-c1nc2cc(Cl)ccc2o1` in ARNT-TACC3 inh = 1
`Cc1ccccc1Cc1c(C)nc2c(C(=O)N3CCN(Cc4ccc5c(c4)OCO5)CC3)cnn2c1C` in esBAF inh = -4
`CC1=NNC(=O)/C1=C\c1cn(-c2ccccc2)nc1-c1ccc(Cl)cc1` in ERp5 block = -6
`C[C@@H]1CCCCO[C@@H](CN(C)S(=O)(=O)c2ccccc2)[C@@H](C)CN([C@H](C)CO)C(=O)c2cc(NS(C)(=O)=O)ccc2O1` in miR-122 sensor = 0[16.7 µM]

Source: PubChem BioAssay (Broad Institute)
